Tb PGK inh: T. brucei PGK inhibition; PGK/GAPDH coupled, Kinase-Glo luminescence, 60 min; 380,000 compounds, 0.043% hits; Potency, µM (series often up to 57.5 µM), inactives show at the top dose activity change, negative = inhibition, usual class: inhibitors; AID 602233; P07378; also: potency is read from the fitted curve at half-maximal effect; % is scaled to controls: 0 for no effect and ±100 for the full control effect; nearly all actives have a fitted effect of over 60% in size
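Luminescent ATP detection (Kinase-Glo Plus) follows a 60-minute room-temperature incubation, with wells lacking PGK as controls. Buffer: 100 mM TEA (pH 7.6), 5 mM MgCl2, 0.01% Tween-20. Coupling enzyme GAPDH (100 nM final) supplies unstable 1,3-BPG in-well.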
PI4K2A inh: blocks human PI4K2A kinase activity; AID 1346378; 420,000 compounds, 0.13% hits; activity change, negative = inhibition, % at 76.9 µM; Q9BTU6; purified PI4K2A, ADP-Glo luminescence, 1 h; hits give low values; in the data active = activity change below about -50%; inconclusive = mostly about -30% to -49%;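 also: -100% = wells without enzyme as full effect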
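In this quantitative HTS, ADP production by PI4K2A was quantified luminescently after 1 h at ambient temperature; 100 microM adenosine served as plate-quality control.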
GLS inh: blocks human kidney-isoform glutaminase activity. 410,000 compounds, 0.21% hits. Potency, µM (titrated, usually from 45.5 µM), for inactives: top-dose activity change, negative = inhibition, hits mostly inhibitors. AID 624170. GLS enzymatic activity, qHTS titration; also: potency is read from the fitted curve at half-maximal effect; % is scaled to controls: 0 for no effect and ±100 for the full control effect
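hKGA in 45 mM KH2PO4 (pH 8.2), 0.02% Tween-20 with compound, then 1mM L-Glutamine (stock as added) plus glutamate oxidase/HRP/Amplex red coupling mix. Fluorescence read initially and after 30 min at RT; signal change reflects glutamate formation.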
HP1b binding inh: blocks HP1-beta chromodomain binding to methylated histone tails | Potency, µM (titrated, usually from 114 µM), inactives show top-dose activity change, negative = inhibition, actives largely listed as inhibitors | 390,000 compounds, 0.56% hits | AlphaScreen HP1-beta / biotin-H3K9me3 peptide binding | P83916; also: potency is read from the fitted curve at half-maximal effect; nearly all actives have a fitted effect of over 70% in size; inactives centre near 23
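HP1-beta protein (50 nM final) preincubated 30 min at room temperature with biotinylated H3(1-18)K9me3 peptide (50 nM) in PBS pH 7.4, 0.01% Tween-20, then compound added for 30 min. AlphaScreen streptavidin donor/nickel chelate acceptor beads (10 ug/mL final), 30 min dark, luminescence read.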
Pin1 inhibitor: inhibitors of human Pin1; AID 504891; Potency, µM (series often up to 115 µM), inactives show at the highest dose activity, negative = inhibition, actives largely listed as inhibitors; Q13526; Pin1 FP peptide displacement, HiFluor488, 10 min; 390,000 compounds, 0.009% hits; active = well fitted inhibition curve with a large enough effect in the polarisation, with a control signal flat, not every such curve was filed as active; inconclusive = small, poorly fitted or top-dose-only effect, or effect the other way, or a change in a side signal; inactive = no such curve, though single readings can be large or run the other way; the % refers to the polarisation; also: potency is read from the fitted curve at half-maximal effect; % is scaled to controls: 0 for no effect and ±100 for the full control effect
BAZ2B inh: blocks human BAZ2B; AlphaScreen BAZ2B-H3K14Ac peptide displacement; Potency, µM (top dose mostly 114 µM), inactives show at the highest dose activity change, negative = inhibition, hits mostly inhibitors; 360,000 compounds, 4.4% hits; also: potency is read from the fitted curve at half-maximal effect; % is scaled to controls: 0 for no effect and ±100 for the full control effect; nearly all actives have a fitted effect of over 60% in size
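BAZ2B 50 nM plus b-H3(5-23)K14Ac 50 nM, PBS pH 7.4/0.01% Tween-20, 30 min RT; compound added (max 110 uM), 30 min RT; streptavidin donor/Ni-chelate acceptor beads 10 ug/mL final, 20 min dark; AlphaScreen read.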
ERG Ets-DNA blk: ERG Ets/DNA interaction inhibition; P11308; fluorescence polarization, His-ERG Ets domain / labelled DNA; Potency, µM (doses to about 76.9 µM), for inactives: at the highest dose FP activity, negative = inhibition, actives largely listed as inhibitors; 370,000 compounds, 0.028% hits; active = well fitted inhibition curve with a large enough effect in the polarisation, with a control signal flat; inconclusive = small, poorly fitted or top-dose-only effect, or effect the other way, or a change in a side signal; inactive = no such curve, though single readings can be large or run the other way; the % refers to the polarisation;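 also: polarization taken with two DNA probes labelled with fluorescein and Texas red; potency is read from the fitted curve at half-maximal effect; % of control where 0% means no effect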
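His-tagged ERG Ets domain (1 uM in the protein solution; 300mM KCl, 50mM Tris-HCl, 1mM EDTA, 1mM DTT, pH 7.5) received compound, then a probe mix of 5 nM fluorescein-DNA and 100nM Texas-615-DNA. Fluorescence polarization was read for both dyes.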
JMJD2A Tudor inh: inhibitors of human JMJD2A Tudor domain; O75164; AlphaScreen JMJD2A-Tudor / H3K4me3 peptide binding; Potency, µM (doses to about 114 µM), without a hit: top-dose activity change, negative = inhibition, most hits filed as inhibitors; 390,000 compounds, 4.4% hits; AID 504339; also: potency is read from the fitted curve at half-maximal effect; % is scaled to controls: 0 for no effect and ±100 for the full control effect; nearly all actives have a fitted effect of over 50% in size
G9a inh: blocks human histone lysine methyltransferase G9a | Q96KQ7 | G9a H3K9 monomethylation, AlphaScreen, 2 h | Potency, µM (highest dose often 102 µM), without a hit: top-dose activity, negative = inhibition, usual class: inhibitors | 350,000 compounds, 8.8% hits | AID 504332; also: potency is read from the fitted curve at half-maximal effect; % is scaled to controls: 0 for no effect and ±100 for the full control effect; nearly all actives have a fitted effect of over 75% in size
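AlphaScreen read-out: biotin-H3K9 peptide (500 nM) methylation by 20 nM enzyme with 20 uM SAM, 2 h at room temperature after 15 min compound preincubation; anti-monomethyl H3K9 antibody plus donor/acceptor beads, 10 min dark.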
An asterisk follows results filed as active; i = inactive; ? = inconclusive; . = not tested or not shown; [ ] = remark or other dose. Unless noted, calls follow the shape of the dose curve; as a rule, active = well fitted curve in the direction sought with a large enough effect; inconclusive = small, poorly fitted or top-dose-only effect, or another doubt; inactive = no such curve, though single readings can be large; an effect the other way counts as inactive or inconclusive.

Tb PGK inh,PI4K2A inh,GLS inh,HP1b binding inh,Pin1 inhibitor,BAZ2B inh,ERG Ets-DNA blk,molecule,JMJD2A Tudor inh,G9a inh
.,8.9,0.9%,13.7%,-1.6%,-1.2%,-0.4%,Cc1ccc(C(C(=O)NCc2ccco2)N(C(=O)CNC(=O)c2cccs2)c2ccc(C)cc2)cc1 (stereo unspecified),-8.0%,9.0%[0.0925 µM]
-4.5%,0.9,4.0%,34.0%,-0.2%,-1.8%,-8.9%,CCC(Sc1nc(N)c(NC(=O)c2ccco2)c(=O)[nH]1)C(=O)O (stereo unspecified),-4.9%,?
i,-4.2,-13.9%,-6.1%,-1.5%,.,1.4%,CCOc1ccc(NC(=O)CN(C)C(=O)c2cc([N+](=O)[O-])ccc2Sc2ccccc2)cc1OCC,?,.
0.6%,-9.5,3.0%,16.2%,-10.7%,9.0%,-0.8%,CC(=O)c1ccc(OCC(O)CN2CC(C)OC(C)C2)cc1 (stereo unspecified),-13.3%,4.1%[2.33 µM]
i,-8.2,-4.0%,24.9%,-3.1%,-29.1%,3.5%,O=C(Nc1ccc(C(F)(F)F)cc1-c1ccccc1)c1ccccc1,-11.9%,6.3%[59 µM]
-6.7%,6.4,4.2%,44.2%[activator],?,-17.1%,-1.2%,O=C(CCOc1ccccc1)N(Cc1cccnc1)c1nc2c(F)cccc2s1,-13.6%,6.4%[59 µM]
-0.1%,-2.0,-2.9%,87.0%[activator],-0.7%,.,4.4%,C1=C(c2cc3ccccc3cn2)CCCC1,58.7%[activator],.
-7.8%,-1.9,-0.7%,4.3%,-3.5%,-35.6%,4.2%,CN(CC(=O)Nc1ccc(F)cc1)C(=O)c1cccc(S(=O)(=O)N2CCN(c3ccccc3)CC2)c1,-29.2%,16.2%
-8.5%,4.8,15.9%,23.1%,?,-16.2%,11.3%,CCC(C)NC(=S)Nc1ccc2nc(N3CCOCC3)cc(C)c2c1 (stereo unspecified),-1.0%,?
-0.2%,3.5,15.7%,22.0%,1.3%,11.3%,.,CC1(C)CC(=O)C(C=NCCN2CCN(C(=S)NC3CCCCC3)CC2)=C(O)C1,-11.7%,26.2%[59 µM]
4.2%,-2.2,-1.8%,11.3%,-0.8%,-23.3%,1.9%,COc1ccc(OC)c(/C=N\NC(=O)CSc2nnc(CCCc3ccc(OC)c(C)c3)o2)c1,-22.3%,7.6%[59 µM]
6.3%,1.5,6.7%,32.0%,-9.5%,1.0%,88.0%[activator],CC(C)(C)CC(C)(C)NCC(O)COCCOc1ccc(Br)cc1 (stereo unspecified),0.0%,1.7%[59 µM]
i,-3.8,-6.7%,27.6%,3.5%,4.0%,-29.7%,Cc1cc(OC(=O)C(C)(C)C)c([N+](=O)[O-])c(=O)[nH]1,-6.3%,1.41µM*
-8.9%,-1.6,4.4%,8.8%,30.9%[activator],-32.4%,-3.6%,Cc1ccccc1Nc1nc(N)nc(CSc2nc3ccccc3s2)n1,?,18.2%[59 µM]
-5.4%,-6.1,-2.1%,26.8%,-7.0%,4.2%,1.6%,CSc1ncc(C(=O)Nc2ccccc2C(=O)c2ccccc2)c(C(F)(F)F)n1,-10.6%,7.8%[59 µM]
-14.5%,-0.8,11.8%,7.9%,.,.,-7.7%,Cc1ccc([C@@H]2CC=C(C(=O)O)[C@H](c3ccc(Br)cc3)N2S(=O)(=O)c2ccccc2C)cc1,-24.7%,.
-8.0%,-3.7,3.5%,19.6%,6.3%,2.1%,1.9%,Cc1ccc(NC(=O)CC(C)S(=O)(=O)c2ccc3c(c2)NC(=O)CO3)c(C)c1 (stereo unspecified),-10.9%,1.3%[59 µM]
1.2%,8.9,-2.7%,33.3%,0.6%,0.9%,-4.9%,CCCC(C)n1[nH]c(=O)c2c(C)cc(C)nc21 (stereo unspecified),-3.7%,?
2.4%,-5.4,0.8%,30.8%,6.2%,0.7%,4.8%,Cc1nnc(SCC(=O)Nc2ccc(Cl)cn2)s1,-1.4%,25.3%
-0.7%,-0.2,-4.0%,34.8%,0.0%,4.4%,1.6%,COc1ccc(CCNc2nc(-c3ccc(C)cc3)cc(C(F)F)n2)cc1OC,-19.5%,-1.7%[59 µM]
-7.8%,-5.6,-7.0%,22.5%,-1.3%,3.3%,-12.1%,O=C(Nc1ccc(N2CCN(C(=O)c3ccccc3)CC2)cc1)c1cc2ccccc2o1,5.3%,9.4%[59 µM]
7.6%,-4.0,10.0%,34.5%,8.8%,70.8µM*,-0.5%,O=C(Nc1nnc(-c2ccc(Br)cc2)o1)c1cccc(N2C(=O)CCC2=O)c1,-20.7%,-33.3%
-1.8%,1.2,29.5%,4.8%,0.3%,.,-0.6%,C/C(=N\O)C(C)/[N+]([O-])=C/c1nc(C)c(C)n1O (stereo unspecified),7.08µM*,.
0.8%,2.2,11.4%,3.7%,20.9%,-36.1%,-1.6%,CCN(CC)C(=O)Cn1cc(/C=C(\C#N)C(=O)N2CCN(c3ccccc3)CC2)c2ccccc21,-34.0%,?
i,-0.1,11.7%,4.3%,2.7%,?,2.7%,Cn1c(C(=O)N2CCC(C(=O)N3CCN(c4ccccc4)CC3)CC2)cc2sccc21,?,-33.7%[59 µM]
-1.9%,3.7,-10.7%,44.8%[activator],11.9%,?,18.6%,O=C(Nc1ccccc1)Nc1cc(Cl)cc(Cl)c1,-4.3%,-7.2%
-7.3%,0.7,-6.9%,-11.7%,1.1%,4.1%,-9.5%,Cc1ccc(Cl)cc1N(C(=O)c1csnn1)C(C(=O)NC1CCCC1)c1ccco1 (stereo unspecified),8.5%,15.8%
-1.2%,-3.4,8.0%,15.1%,-1.0%,9.3%,-5.2%,Cc1ccc2c(c1)[nH]c1c(=O)n(CCCN3CCOCC3)cnc12,-23.4%,?
-2.5%,-3.2,-3.8%,16.3%,3.0%,?,8.1%,O=C(COC(=O)CCC(=O)c1cccs1)Nc1ccccc1[N+](=O)[O-],-28.4%,-4.5%
5.3%,-0.8,15.6%,16.8%,5.3%,-30.3%,0.2%,O=C(c1cccc(S(=O)(=O)N2CCc3ccccc3C2)c1)N1CCN(c2ccccc2)CC1,-7.1%,-1.8%[59 µM]
0.0%,0.5,-5.1%,9.2%,0.3%,-1.1%,0.6%,Cc1ccc(OCC(O)CNCc2ccccc2)cc1C (stereo unspecified),-18.3%,8.3%[59 µM]
-5.1%,-15.3,-27.4%,14.2%,?,50.1µM*,-8.7%,O=C1c2cccc3c([N+](=O)[O-])ccc(c23)C(=O)N1O,?,?
-9.0%,1.4,3.8%,24.6%,-2.4%,-6.4%,.,Cc1ccccc1OC/C(O)=C(\C#N)c1nc2ccccc2[nH]1,-33.0%,18.7%
-3.0%,3.9,2.7%,35.5%,40.5%[activator],24.6%,1.6%,COc1ccc(C2=NCC(CSc3nnc(-c4ccc5c(c4)OCO5)o3)S2)cc1 (stereo unspecified),-19.9%,3.9%[59 µM]
-1.9%,-0.7,-6.7%,36.9%,0.7%,-5.0%,-9.3%,CC(C)C[C@H](NC(=O)c1nc[nH]c1C(=O)N[C@@H](CC(C)C)C(=O)OC(C)(C)C)C(=O)OCc1ccccc1,-22.5%,3.1%
6.2%,2.7,2.4%,46.1%,4.6%,14.3%,-6.1%,CN(C(=O)c1ccccc1C(=O)OCC(=O)NCc1cccs1)C1CCCCC1,24.1%,6.4%
-1.3%,1.9,4.4%,17.6%,-7.2%,-0.7%,-3.3%,CCCCN(C(=O)CN1CCOCC1)c1c(N)n(CC(C)C)c(=O)[nH]c1=O,-4.0%,6.5%
-1.4%,-0.8,15.2%,19.9%,1.1%,-21.3%,-1.0%,Cc1cccc(NC(=S)NN(Cc2ccccc2)c2ccccc2)c1C,-17.0%,9.7%[12.7 µM]
-1.6%,-1.1,9.2%,32.4%,0.9%,-2.4%,5.2%,O=C(Nc1ccccc1C(=O)Nc1ccccn1)c1cc(F)c(F)cc1Cl,-3.3%,12.9%[59 µM]
-12.0%,3.5,-7.5%,76.7%[activator],0.4%,20.3%,-4.2%,O=c1n(Cc2ccccc2Cl)nc2n1-c1ccccc1SC2,42.5%[activator],.
-0.1%,-0.5,-6.0%,18.8%,-2.2%,-14.2%,-4.7%,CC(=O)Nc1sc(-c2ccccc2)nc1-c1ccccc1,-3.4%,10.7%[59 µM]
-0.6%,-7.4,3.2%,-2.3%,1.5%,-33.1%,-0.2%,CC1=CCC(C(=O)O)(C(=O)N/N=C/c2cccs2)C(c2ccc([N+](=O)[O-])cc2)C1 (stereo unspecified),-35.1%,13.1%[59 µM]
i,-5.9,-1.9%,19.1%,15.1%,-10.0%,-5.7%,COc1cc(OC)cc(C(=O)NCC(=O)OCc2cc(=O)oc3cc(OC)ccc23)c1,-8.9%,?
0.9%,6.7,4.0%,17.8%,8.1%,3.8%,3.1%,CC(C)Oc1cccc(C(=O)Nc2ccc(NC(=O)c3ccco3)cc2)c1,1.2%,16.4%[59 µM]

Screening results deposited in PubChem BioAssay by National Center for Advancing Translational Sciences (NCATS).
